# High-throughput results deposited in PubChem BioAssay by National Center for Advancing Translational Sciences (NCATS).
# TDP1 inh: inhibitors of human tyrosyl-DNA phosphodiesterase TDP1; recombinant TDP1, AlphaScreen DNA substrate cleavage; Potency, µM (top dose mostly 130 µM), inactives show top-dose activity change, negative = inhibition, usual class: inhibitors; hit rate 0.28% among 350,000; further: nearly all actives have a fitted effect of over 40% in size
# Target sequence (Q9NUW8 whole entry, looked up): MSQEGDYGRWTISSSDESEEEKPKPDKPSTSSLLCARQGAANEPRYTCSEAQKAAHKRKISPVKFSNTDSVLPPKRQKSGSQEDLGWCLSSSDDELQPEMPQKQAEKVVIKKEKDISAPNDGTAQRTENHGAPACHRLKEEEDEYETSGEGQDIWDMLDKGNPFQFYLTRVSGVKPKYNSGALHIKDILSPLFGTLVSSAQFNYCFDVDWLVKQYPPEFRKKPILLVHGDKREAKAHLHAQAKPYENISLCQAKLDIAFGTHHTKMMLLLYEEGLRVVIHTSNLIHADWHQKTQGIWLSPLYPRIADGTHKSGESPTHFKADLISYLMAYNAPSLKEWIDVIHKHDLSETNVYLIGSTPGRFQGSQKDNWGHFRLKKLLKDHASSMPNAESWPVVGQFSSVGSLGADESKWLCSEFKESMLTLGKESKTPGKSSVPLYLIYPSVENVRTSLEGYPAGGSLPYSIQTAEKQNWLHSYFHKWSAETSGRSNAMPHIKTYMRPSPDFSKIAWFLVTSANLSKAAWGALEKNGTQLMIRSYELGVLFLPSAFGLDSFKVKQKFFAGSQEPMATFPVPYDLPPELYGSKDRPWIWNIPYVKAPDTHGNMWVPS
#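 E. coli-derived human Tdp1, 1 nM final. Cpd preinc 15 min RT; substrate 15 nM final, 5 min RT; AS bead mix 10 ug/ml final, 10 min RT. Signal loss = tyrosine-FITC cleavage. No-enzyme wells = max signal.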
# TDP1 cell CPT: growth inhibition of DT40 Tdp1-/-;hTDP1 cells with camptothecin (screen for TDP1 inhibitors) | AID 686979 | chicken DT40 Tdp1-/-;hTDP1 cells + 20 nM CPT, ATP luminescence, 48 h | Potency, µM (highest dose often 46.2 µM), for the others: top-dose activity change, negative = growth inhibition, hits mostly inhibitors | hit rate 12% among 420,000; further: nearly all actives have a fitted effect of over 55% in size
#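 Cell growth measured by CellTiter-Glo luminescence after a minimum 48 h, 37 C compound exposure with 20 nM CPT in Tdp1-knockout DT40 cells stably expressing hTDP1, seeded 400/well; qHTS titration format.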
# DT40 TDP1 no CPT: qHTS for Inhibitors of human tyrosyl-DNA phosphodiesterase 1 (TDP1): qHTS in cells in absence of CPT | DT40 Tdp1-/- hTDP1 cells, no CPT, ATP luminescence, 48 h | Potency, µM (series often up to 46.2 µM), for inactives: at the top dose activity change, negative = growth inhibition, hits mostly inhibitors | hit rate 15% among 420,000 | AID 686978, 2013; further: nearly all actives have a fitted effect of over 55% in size
#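 Growth kinetics read by CellTiter-Glo luminescence after ≥48 hr at 37 °C. Cells: DT40 Tdp1-/- stably carrying human TDP1, 400 per well, compound exposure in the absence of CPT (DMSO vehicle).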
# * hit, by the source's call; u = inconclusive; x = no result given; & = joins results of further samples; [ ] = another dose, or the depositor's remark. The call rests on the fitted dose curve; in most records, active means well fitted curve in the direction sought with a large enough effect; inconclusive means small, poorly fitted or top-dose-only effect, or another doubt; inactive means no such curve, though single readings can be large; an effect the other way counts as inactive or inconclusive. On the % scale 0 is the no-effect control and ±100 the full control effect; potency means the concentration at half of the fitted maximal effect.
SMILES,TDP1 inh,TDP1 cell CPT,DT40 TDP1 no CPT
CCNc1ncc2nc(-c3ccc(Cl)cc3)c(=O)n(Cc3cccc(OC)c3)c2n1,x,-29%,-17%
Cc1nc(Cl)c(C(=O)Nc2cccc(F)c2)c(C)c1Cl,2%,1%,u
O=C(CCC1CCCC1)NC1CCCCC1,8%,-7%,-14%
Cn1c(SCC(=O)Nc2ccccc2)nnc1-c1ccccc1,-12%,-19%,-15%
Cc1cccc(C(=O)Nc2nnc(SCC(=O)Nc3ccc4c(c3)oc3ccccc34)s2)c1,-3%,u,u
COc1ccc(OC)c(-c2csc(NC(=O)C3=NN(c4ccccc4)C(=O)CC3)n2)c1,5%,-23%,21µM*
O=C(O)C(=Cc1cccc([N+](=O)[O-])c1)c1ccccc1,x,u,u
c1ccc(Cn2nnnc2C(c2cccnc2)N2CCN(c3ccccc3)CC2)cc1 (centres undefined),3%,21µM*,23µM*
NS(=O)(=O)c1ccc(CCNC(=O)c2ccc3c(=O)n4c(nc3c2)CCCCC4)cc1,0%,2%,-4%
CCc1ccccc1NC(=O)CC(NCc1ccccc1)C(=O)O (centres undefined),7%,13%,-3%

# Structures above that have a Cl atom (2):
SMILES,TDP1 inh,TDP1 cell CPT,DT40 TDP1 no CPT
CCNc1ncc2nc(-c3ccc(Cl)cc3)c(=O)n(Cc3cccc(OC)c3)c2n1,x,-29%,-17%
Cc1nc(Cl)c(C(=O)Nc2cccc(F)c2)c(C)c1Cl,2%,1%,u

# More records.
SMILES,TDP1 inh,TDP1 cell CPT,DT40 TDP1 no CPT
COc1ccc(/C=C/C(=O)Nc2nc(C)cc(C)n2)cc1OC,-6%,u,u
CCC(c1nnnn1Cc1ccccc1)N1CCN(c2ccc(OC)cc2)CC1 (centres undefined),5%,u,u
CC(NC(=O)c1ccccc1)c1nnc(SCC(=O)NC2CCCC2)n1C (centres undefined),x,0%,18%
CC1(C)OC(C(=O)NC2CCCCC2)C(C(=O)NC2CCCCC2)O1 (centres undefined),0%,-24%,-19%
Cc1c(OCC(=O)NCCCN2CCCC2=O)ccc2c3c(c(=O)oc12)CCCC3,0%,-23%,-14%
CCOc1ccc(NC(=O)N2CCC(n3nnc4ccccc43)CC2)cc1,1%,24%,-4%
CCOC(=O)c1sc2c(c1C)c(=O)c(C(=O)OCC)cn2CC,-4%,1%,-23%
O=C(O)c1ccccc1NC(=O)C1C2C=CC(C2)C1C(=O)O (centres undefined),x,4%,-10%
COC(=O)c1cnc(N2CCN(c3ccc(OC)cc3)CC2)c2ccccc12,8%,u,u
COc1cc2c(cc1OC)-c1cc(Nc3ccc(C)cc3)nc(=O)n1CC2,x,8%,-7%
O=C(NC1CC1)c1ccc2nc([C@@H]3O[C@H](CO)[C@H](O)[C@H](O)[C@H]3O)[nH]c2c1,x,-15%,-6%
COc1ccc2oc(-c3ccc(C)c(NC(=O)CSc4ccc(Cl)cc4)c3)nc2c1,1%&-2%,-33%&-19%,u
CCCc1c(C)nc(N2CCN(c3ccc(F)cc3)CC2)[nH]c1=O,x,u,u
CCCC1(C(=O)OCC)NC(c2ccc(OC)cc2OC)C2C(=O)N(c3ccc4c(c3)OCCO4)C(=O)C21 (centres undefined),-2%,-29%,u
CC(C)(C)[C@H]1COC(=O)[C@@H](Cc2ccc(F)cc2)CC/C=C/C[C@@H](CC(=O)N[C@@H](CO)Cc2ccccc2)C(=O)N1,0%,-109%,16µM*
O=C(NC1CCCCC1)C1Cc2ccccc2CN1S(=O)(=O)c1ccc(F)cc1 (centres undefined),-2%,-7%,u
O=C(Oc1cccc2cccnc12)c1ccc(N2C(=O)C3C4CCC(C4)C3C2=O)cc1 (centres undefined),-4%,0.52µM*,1µM*
O=c1cc(NC2CCCCC2)[nH]c(=O)[nH]1,x,4%,-1%
Cc1cc(Nc2ccccc2C)n2nc(Cc3ccc(Cl)cc3)nc2n1,7%,u,u
Cc1nc2oc3c(NCC4CCCO4)ncnc3c2c2c1COC(C)(C)C2 (centres undefined),0%,0%,-1%
CN(CC(=O)Nc1ccc(F)c(F)c1F)C(=O)CCc1nc2sc3c(c2c(=O)[nH]1)CCCC3,0%[0.505 µM],-1%,u
CC(C)(C)[C@@H]1COC(=O)[C@H](Cc2ccc(F)cc2)C/C=C\C[C@@H](CC(=O)NCCO)C(=O)N1,0%,15%,-13%
CCn1c(SCC(=O)NC2CCCCC2)nnc1-c1cccs1,7%,1%,-16%
Cc1ccnc(NC(=O)CN2C(=O)NC(C)(c3ccc4ccccc4c3)C2=O)c1 (centres undefined),-5%[0.505 µM],-13%,u
CCN(c1ccccc1)S(=O)(=O)c1ccc(OC)c(NC(=O)C2CCC2)c1,-4%,u,u
O=C(Nc1ccc2c(c1)OCCO2)C1CCN(S(=O)(=O)c2cccs2)CC1,7%,-6%,u
CCc1ccc(C(C(=O)NC2CCCC2)N(C(=O)/C=C/C(=O)Nc2cc(C)on2)c2ccccc2C)cc1 (centres undefined),-1%,16µM*,16µM*
COc1ccc(NCC(=O)Nc2ccc(Cl)cc2C)c(OC)c1,8%,u,29µM*
COc1cccc(NC(=O)c2cccc(NC(=O)c3ccco3)c2)c1,x,-26%,u
CCN(CC)CCCC(C)NC(=O)c1cccc(S(=O)(=O)N2CCc3ccccc32)c1 (centres undefined),3%,6%,-2%
O=C(CCN1Cc2ccccc2OC(c2ccccc2F)C1)N1CCC(N2CCCC(O)C2)CC1 (centres undefined),x,2%[9.04 µM],-21%
Cn1c(Cn2cnc3ccccc32)nnc1SCc1ccccc1,-4%,u,u
CCCCCSc1nnc2c(n1)OC(CC)Nc1ccc(Br)cc1-2 (centres undefined),2%,u,u
CCS(=O)(=O)c1nc(S(=O)(=O)c2ccc(C)cc2)c(N2CC(C)OC(C)C2)s1 (centres undefined),2%,u,u
COCCCN1C(=O)C(=O)/C(=C(/O)c2ccc(S(=O)(=O)N3CCOCC3)cc2)C1c1ccc(Cl)cc1 (centres undefined),4%,5%,7%
Cc1nn(-c2ccccc2)c2sc(C(=O)Nc3ccc(Cl)cc3Cl)cc12,5%[12.3 µM],u,u
COc1cccc(C(=O)c2c(C)c(CCC#N)n3ccccc23)c1,3%,17%,-10%
Cc1cc(C)c(OCC(=O)N(C)CC(=O)Nc2ccc(N3CCOCC3)cc2)c(C)c1,x,u,-7%
COc1ccc2nc(NC(=O)CSc3nnc(-c4ccoc4C)n3C)sc2c1,5%,-17%,-28%
Cc1ccc(Nc2nc3ccccc3nc2-n2nc(C)cc2C)c(Cl)c1,0%,9%,28%
COc1ccc(NC(=O)C2CCCN2C(=O)Nc2ccc(OC)cc2)cc1 (centres undefined),6%,7%,6%
CCN(CC(=O)Nc1c(F)cccc1F)C(=O)c1ccc(S(=O)(=O)NCc2ccco2)cc1,x,u,u
COc1ccc(C)cc1NC(=O)COC(=O)c1ccc([N+](=O)[O-])o1,3%,15%,7%
O=C(CN1CCN(S(=O)(=O)c2ccccc2)CC1)Nc1ccc(Cl)c([N+](=O)[O-])c1,x,21µM*,23µM*
Cc1ccc(N2N=C(c3ccc(Br)cc3)CCC2=O)cc1,3%,-10%,u
Cc1cc(=O)n2nc(N3CCC(C(=O)NCc4ccc(F)cc4)CC3)sc2n1,2%&8%,-12%&-30%,9%&2%
Cn1c(=O)c2c(nc(Oc3ccc4c(c3)OCO4)n2Cc2ccc(Br)cc2)n(C)c1=O,7%,-1%,u
CCC(C)NC(=O)N[C@@H](CCSC)C(=O)OC (some centres undefined),-1%,-3%,1%
CCn1c(=O)n(CC)c2cc(N3CCCC3)c(NC(=O)c3c(F)cccc3F)cc21,6%,u,12µM*
O=C(CCn1cccc1)NCCc1ccc(Cl)cc1,10%,-22%,-22%

# In another format: results already given.
# Values in the order: TDP1 inh, TDP1 cell CPT, DT40 TDP1 no CPT
Cc1ccc(Nc2nc3ccccc3nc2-n2nc(C)cc2C)c(Cl)c1
  0%, 9%, 28%
COc1ccc(NC(=O)C2CCCN2C(=O)Nc2ccc(OC)cc2)cc1 (centres undefined)
  6%, 7%, 6%

# Additional structures follow.
SMILES,TDP1 inh,TDP1 cell CPT,DT40 TDP1 no CPT
C=CCC[C@@H](Cc1ccc(F)cc1)C(=O)OC[C@@H](Cc1ccccc1)NC(=O)[C@H](CC=C)CC(=O)NCCO,1%,9.2µM*,13µM*
CCCN1CCN(c2nnc(-n3cccc3C(=O)Nc3ccccc3C(F)(F)F)s2)CC1,5%,21µM*,21µM*
O=C(Nc1ccccc1)Nc1nnc(-c2cccs2)s1,-1%,u,u
Cc1ccc(S(=O)(=O)NNC(=O)Nc2cccc(C)c2C)c(C)c1,4%,-10%,-11%
O=C(NCc1noc2ccccc12)N1CCN(c2ccccc2F)CC1,8%,1%,-15%
NNC(=O)c1ccc(Cl)cc1Cl,4%,2%,20%
CN1CCC(C)(C(=O)Nc2cccc3c2CCCC3)C1 (centres undefined),x,-25%,-3%
CC(=O)Nc1ccccc1-c1nc2ccc(C(=O)N3CCN(c4cc(C)ccc4C)CC3)cc2[nH]c1=O,5%,u,15µM*
Cc1nc(N)sc1Cc1ccc2c(c1)OCO2,6%,-16%,u
Cc1cc(C)c(S(=O)(=O)NCC(c2ccco2)N2CCc3ccccc3C2)c(C)c1 (centres undefined),0%,u,u
CC[C@@H](C)[C@H](NC(=O)CNC(=O)Cc1c(C)c2c(cc(C)c3c(C)coc32)oc1=O)C(=O)O,x,-18%,0%
COc1ccc(CCC(=O)Nc2ccc(S(=O)(=O)N3CCOCC3)cc2)cc1OC,x,-15%,u
COc1cccc(OC)c1C(=O)OCC(=O)NCCCc1ccccc1,x,u,u
CCOc1ccccc1NC(=O)CSc1nnc(-c2cnccn2)n1CC,0%,-6%,2%
CN(C(=O)c1ccco1)c1nc(-c2ccc(Cl)cc2)cs1,x,u,u
O=C1C(=O)N(Cc2ccccc2)C(c2cccc(O)c2)/C1=C(\O)c1ccc2c(c1)OCCO2 (centres undefined),6%,5%,8%
COCCN=C1NN=C(c2ccc(NC(C)=O)cc2)CS1,5%,-2%,-20%
CCOc1ccc(N2C(=O)CN=C2Nc2ccccc2F)cc1,1%,6%,4%
C#CCOC(=O)C(NC(=O)c1ccccc1)=C(C)C,-1%,-5%,2%
CCC1=C2CC[C@H]3C(=O)N(CC(=O)OC)C(=O)[C@H]3[C@H]2[C@@]2(C)C(=NCC(=O)OC)OC(=O)N2C1=O,4%&-4%,-9%,-14%
Cc1ccc(C(=O)NCC(=O)OCC(=O)Nc2ccc(Cl)cn2)cc1,0%,-8%,17%
O=[N+]([O-])c1ccc(Nc2cccc(F)c2)nc1,-1%,-3%,0%
Cc1cnc2ncc3sccc3c2c1,8%,-4%,-24%
S=c1[nH]cc(Oc2ccc(Cl)cc2Cl)c(=S)[nH]1,x,-3%,u
Cc1cccc(Cn2c(=O)n(Cc3ccccc3)c(=O)c3sc4ccccc4c32)c1,-2%,u,23µM*
CC(=O)c1cccc(NC(=O)CSc2n[nH]c(-c3ccncc3)n2)c1,3%,13%,17%
COc1ccc([N+](=O)[O-])cc1NC(=O)CSc1ccccc1,2%,-20%,u
O=C(c1ccc2c(c1)OCO2)C1CCCN(C2CCN(CCc3ccccc3)CC2)C1 (centres undefined),3%,18µM*,21µM*
CN1CCN(CCNC(=O)Nc2ccccc2C(F)(F)F)CC1,-4%,6%,2%
Cc1ccc(CNC(=O)Nc2ccc(C)cc2)cc1,5%,-5%,-2%
O=C(NCC(c1ccc(F)cc1)N1CCOCC1)c1nn(-c2ccccc2)c(=O)c2ccccc12 (centres undefined),0%,u,21µM*
COc1ccc2nc(SCC(=O)N(C)C3CCCCC3)[nH]c2c1,0%,-16%,-5%
COc1ccc(Nc2nc(-c3ccccc3)nc3ccccc23)c(OC)c1,u,u,21µM*
COc1ccccc1NC(=O)c1c(NC(=O)c2cccs2)sc2c1CCC(C(C)(C)C)C2 (centres undefined),x,-6%,-4%
CCOC(=O)c1cc(NC(=O)Nc2ccc(Br)cc2)c(C)nc1C,1%,u,u

# Single records, as listed above. Values in the order: TDP1 inh	TDP1 cell CPT	DT40 TDP1 no CPT
# `CCOC(=O)c1cc(NC(=O)Nc2ccc(Br)cc2)c(C)nc1C` across the screens: 1%	u	u
# `O=C(NCC(c1ccc(F)cc1)N1CCOCC1)c1nn(-c2ccccc2)c(=O)c2ccccc12` (centres undefined) across the screens: 0%	u	21µM*
# `COc1ccccc1NC(=O)c1c(NC(=O)c2cccs2)sc2c1CCC(C(C)(C)C)C2` (centres undefined) across the screens: x	-6%	-4%
# `COc1ccc2nc(SCC(=O)N(C)C3CCCCC3)[nH]c2c1` across the screens: 0%	-16%	-5%
# `COc1ccc(Nc2nc(-c3ccccc3)nc3ccccc23)c(OC)c1` across the screens: u	u	21µM*

# Compounds were not picked by outcome; about 18% have a hit in one of these screens.
